mIDH1 inhibitor = blocks human mutant IDH1 R132H enzyme; IDH1-R132H enzyme, NADPH consumption, diaphorase/resazurin fluorescence; AID 602179; Potency, µM (titrated, usually from 76.6 µM), without a hit: top-dose activity change, negative = inhibition, actives largely listed as inhibitors; O75874; actives 0.093% (n = 390,000); note: potency is the fitted concentration of half-maximal effect; % is set by controls: 0 for no effect and ±100 for the full control effect; nearly all actives have a fitted effect of over 65% in size
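IDH1-R132H (0.5 ug/mL dispensed) in pH 7.5 Tris buffer was preincubated 30 min with compound, then given a substrate mix of 0.016 mM NADPH and 2 mM alpha-KG for 80 min at room temperature; remaining NADPH was read by diaphorase/resazurin fluorescence.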
Vif-A3F inh = inhibitors of Vif-A3F interaction; HeLa A3F-eYFP + Vif (tagged APOBEC3F with the HIV-1 protein that degrades it), YFP fluorescence increase; actives 0.2% (n = 390,000); Potency, µM (highest dose often 46.1 µM), for inactives: at the top dose activity, negative = active; AID 602313; note: potency is the fitted concentration of half-maximal effect; % of control where 0% means no effect; nearly all actives have a fitted effect of over 65% in size
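Fluorescence increase (Ex 488/Em 500-530) after overnight compound treatment at 37 deg C flags inhibition of Vif-driven A3F-eYFP loss in stable HeLa A3F-eYFP/Vif cells seeded overnight beforehand.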
Vif-A3G inh = blocks the Vif interaction with human APOBEC3G | actives 0.076% (n = 410,000) | AID 602310 | Potency, µM (titrated, usually from 46.1 µM), without a hit: at the top dose activity, negative = active, usual class: inhibitors | Q9HC16 | HeLa A3G-eYFP + Vif (tagged APOBEC3G with the HIV-1 protein that degrades it), YFP fluorescence, overnight;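 note: potency is the fitted concentration of half-maximal effect; % is set by controls: 0 for no effect and ±100 for the full control effect; nearly all actives have a fitted effect of over 60% in size; hits raise eYFP signal because A3G escapes Vif-driven loss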
Target sequence (Q9HC16 whole entry, looked up): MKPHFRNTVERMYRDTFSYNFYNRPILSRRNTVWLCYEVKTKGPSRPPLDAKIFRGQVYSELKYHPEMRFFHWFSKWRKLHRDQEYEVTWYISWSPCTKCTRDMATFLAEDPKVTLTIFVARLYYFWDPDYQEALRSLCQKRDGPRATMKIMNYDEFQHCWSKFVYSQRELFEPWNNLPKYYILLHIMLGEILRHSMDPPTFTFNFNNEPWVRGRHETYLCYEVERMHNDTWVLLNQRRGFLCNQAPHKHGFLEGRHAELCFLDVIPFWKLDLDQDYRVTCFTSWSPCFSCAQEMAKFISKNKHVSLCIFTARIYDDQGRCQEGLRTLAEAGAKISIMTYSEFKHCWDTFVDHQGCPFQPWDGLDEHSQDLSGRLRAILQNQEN
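Read-out is eYFP fluorescence (Ex 488/Em 500-530) from Vif-expressing HeLa A3G-eYFP cells; more signal means A3G escaped Vif-mediated degradation. Cells plated overnight, compound pinned in, incubated overnight at 37 deg C.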
TrxR1 substrate = is turned over as a substrate by rat TrxR1 | O89049 | purified TrxR1 substrate turnover, NADPH consumption readout | Potency, µM (highest dose often 114 µM), for inactives: at the top dose activity change, negative = substrate turnover | actives 0.01% (n = 390,000) | AID 588456; note: potency is the fitted concentration of half-maximal effect; % is set by controls: 0 for no effect and ±100 for the full control effect; nearly all actives have a fitted effect of over 50% in size
Target sequence (O89049 whole entry, looked up): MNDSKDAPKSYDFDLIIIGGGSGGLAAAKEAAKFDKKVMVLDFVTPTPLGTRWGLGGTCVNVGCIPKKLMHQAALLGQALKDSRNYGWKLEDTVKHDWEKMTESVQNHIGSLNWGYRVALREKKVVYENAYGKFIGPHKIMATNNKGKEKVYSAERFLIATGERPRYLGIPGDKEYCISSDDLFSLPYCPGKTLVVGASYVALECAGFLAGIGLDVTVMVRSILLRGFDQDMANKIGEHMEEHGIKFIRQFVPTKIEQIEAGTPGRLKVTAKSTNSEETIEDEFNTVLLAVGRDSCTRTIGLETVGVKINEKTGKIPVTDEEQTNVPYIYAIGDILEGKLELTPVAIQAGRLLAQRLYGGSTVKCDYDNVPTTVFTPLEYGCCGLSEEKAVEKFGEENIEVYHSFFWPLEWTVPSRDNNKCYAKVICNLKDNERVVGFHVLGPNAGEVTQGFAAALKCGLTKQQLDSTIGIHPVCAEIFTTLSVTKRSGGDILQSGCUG
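Rat TrxR1, dispensed at 90 nM, was prereduced with 400 uM NADPH (final) for 5 min at ~22 deg C, then incubated with compound 15 min before 400 uM selenite. A first-read NADPH fluorescence drop versus no-compound background flagged substrates.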
USP1 inh = blocks the human USP1/UAF1 deubiquitinase complex; Potency, µM (doses to about 57.1 µM), for the others: top-dose activity change, negative = inhibition, actives largely listed as inhibitors; actives 0.23% (n = 390,000); recombinant USP1/UAF1, Ub-Rhodamine cleavage fluorescence; O94782; note: potency is the fitted concentration of half-maximal effect; % is set by controls: 0 for no effect and ±100 for the full control effect; nearly all actives have a fitted effect of over 60% in size; inactives centre near -12
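In this screen, compounds sit with the deubiquitinase complex (1nM) for 15 min at room temperature before Ub-Rho is added at 150nM final. Fluorescence rise is then followed for 6 reads every 60 seconds.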
TrxR1 inh = inhibitors of rat thioredoxin reductase 1. O89049. recombinant rTrxR1, NADPH fluorescence consumption, selenite substrate. Potency, µM (series often up to 114 µM), inactives show top-dose activity change, negative = inhibition, usual class: inhibitors. actives 1% (n = 390,000). AID 588453; note: potency is the fitted concentration of half-maximal effect; % is set by controls: 0 for no effect and ±100 for the full control effect; nearly all actives have a fitted effect of over 65% in size
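Rat TrxR1 (90 nM in the dispensed reagent) was pre-reduced with 400 uM NADPH for 5 min at room temperature, then incubated with compound for 15 min. After 400 uM selenite was added, NADPH fluorescence (Ex 340/Em 450 nm) was followed for 8 min.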
RGS4 inhibitor = blocks human RGS4-accelerated GTP hydrolysis; Potency, µM (highest dose often 114 µM), for the others: at the top dose activity change, negative = inhibition, hits mostly inhibitors; P49798; actives 0.039% (n = 390,000); Transcreener GDP fluorescence polarization, RGS4-accelerated GTP hydrolysis; note: potency is the fitted concentration of half-maximal effect; % is set by controls: 0 for no effect and ±100 for the full control effect; nearly all actives have a fitted effect of over 75% in size; some results filed as inactive show a strong effect at the top dose
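MLSMR compounds (23 nl, pin-transferred) preincubated 10 min at room temperature with a 500nM (2x) first reagent, then RGS4 at 900nM (2x) plus Transcreener GDP mix added; fluorescence polarization (620/688 nm) read before and after 90 min at 30 °C.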
LDHA block = LDHA (human) enzyme inhibition; P00338; AID 1347041; activity change, % (values are at about 110 or 230 µM); purified LDHA, NADH/diaphorase-resazurin fluorescence; stronger effect = lower value; actives 0.15% (n = 480,000); in the data active = activity change below about -30%; inconclusive = mostly about -25% to -30%;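 note: plate controls were DMSO wells for no effect and wells without enzyme for full effect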
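Resorufin fluorescence (ex540/em590), read at 0 and 20 min after diaphorase/resazurin addition, reports the NADH left after a 5 min room-temperature reaction of 2 nM human LDH5 with 0.06 mM NADH and 0.2 mM pyruvate.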
Glioma ERSR ind = induces the endoplasmic reticulum stress response in human glioma cells; AID 602332; actives 0.02% (n = 420,000); U87-MG GRP78 promoter luciferase reporter, 16 h; Potency, µM, without a hit: top-dose activation, most hits filed as activators; note: potency is the fitted concentration of half-maximal effect; series mostly up to about 76 µM; % of control where 0% means no effect; nearly all actives have a fitted effect of over 35% in size
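Stably transfected U87-MG human glioma cells carrying a GRP78-based luminescent sensor were seeded at 1000 cells/well, pin-dosed with compounds and incubated 16 h. Luciferase reagent was then added, and end-point luminescence was read after 10 min at room temperature.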
Starred values were filed as active, the others as inactive; ? = inconclusive; . = no result given; [ ] = remark or other dose. Unless noted, calls come from the whole dose curve; as a rule, active = well fitted curve in the direction sought with a large enough effect; inconclusive = small, poorly fitted or top-dose-only effect, or another doubt; inactive = no such curve, though single readings can be large; an effect the other way counts as inactive or inconclusive. Not all compounds are listed (hit frequency here may not be typical).

SMILES	mIDH1 inhibitor	Vif-A3F inh	Vif-A3G inh	TrxR1 substrate	USP1 inh	TrxR1 inh	RGS4 inhibitor	LDHA block	Glioma ERSR ind
CC(O)CNc1nc2ccccc2n1CC(=O)NCC(F)(F)F (stereo not drawn)	-2%	6%	0%	1%[57.1 µM]	3%	23%[57.1 µM]	8%	-7	-1%
COc1cc(/C=C(\C#N)c2nc3ccc(C)cc3[nH]2)cc([N+](=O)[O-])c1O	18%	16%	-1%	-14%[57.1 µM]	?	-20%[57.1 µM]	-12%	29	?
Cc1ccccc1Nc1nnc(-c2ccc(C)c(S(=O)(=O)N3CCCCC3)c2)c2ccccc12	-1%	0%	-6%	9%	?	24%	8%	2	-4%
Cc1nc(SCc2cccnc2)[nH]c(=O)c1C	4%	-5%	3%	-4%	-5%	15%	-25%	-3	3%
COc1ccccc1C1=NS(=O)(=O)N(C)C(C(=O)Nc2cc(OC)c(OC)c(OC)c2)=C1	-3%	-5%	0%	5%	-25%	25%	10%	1	2%
COc1cc(OC)cc(C(=O)Nc2ccc(-c3nc4ccccc4o3)c(O)c2)c1	2%	-24%	-11%	83%[activator]	-16%	28µM*	-5%	-1	0%
CCCS(=O)(=O)NCCc1sc2nc(-c3ccc(Cl)cc3)nn2c1C	-8%	-7%	5%	0%[57.1 µM]	-21%	14%[57.1 µM]	25%	-17	2%
COc1ccc(NC(=O)NCC2CCN(Cc3ccccc3F)CC2)c(OC)c1	8%	1%	1%	0%	-1%	9%	6%	-2	-4%
C=CCOC(=O)N1CCC2CC1c1cc(-c3cccc(C)c3)ccc12 (stereo not drawn)	9%[38.3 µM]	-2%	3%	-3%	-12%	12%	3%	2	1%
Cc1cc(OCC(=O)NCCCN2CCOCC2)c2c(C)cc(=O)oc2c1	-8%	5%	-2%	32%[activator][57.1 µM]	-20%	-6%[57.1 µM]	-17%[56.9 µM]	-14	0%
CCOC(=O)C(N=Nc1nn[nH]n1)C(C)=O (stereo not drawn)	1%	2%	4%	.	-16%	.	.	7	0%
O=C(CN(C(=O)c1csnn1)c1ccc2c(c1)OCCO2)NCc1ccc(F)cc1	-2%	6%	2%	0%	-11%	10%[57.1 µM]	-6%	-1	-5%
Cc1ccc2c(CC(=O)N(Cc3cccc(Cl)c3)C3CCS(=O)(=O)C3)coc2c1 (stereo not drawn)	-6%	4%	-8%	-2%	-14%	12%	-23%	-4	-4%
CCCCOc1ccc(NC(=O)CSCC(=O)OCC)cc1	3%	-7%	-2%	1%	0%	10%	1%	1	-5%
CCc1ccc(NC(=O)C2=CC(c3ccc(OC)c(OC)c3)=NS(=O)(=O)N2C)cc1	-7%	1%	2%	-5%[57.1 µM]	-14%	5%[57.1 µM]	15%	-1	0%
C=CCN1C(=O)c2ccc(C(=O)N(C)CC(=O)Nc3ccc(OCC)c(OCC)c3)cc2C1=O	-1%	-10%	-1%	3%	-23%	9%	-43%	-6	-4%
CN(C)S(=O)(=O)NCCNC(=O)c1cc(OCC(F)(F)F)ccc1OCC(F)(F)F	10%	-1%	0%	-6%[57.1 µM]	-3%	28%[57.1 µM]	-52%	-1	-2%
C/C(CCC12CC3CC(CC(C3)C1)C2)=N\NC(N)=S	2%	?	-11%	-3%[57.1 µM]	-17%	-13%[57.1 µM]	-76%	-11	2%
CCN(CC)C(=O)C1=C(C)N(Cc2ccc(OC)cc2)C(=O)C(CC(=O)NCc2cccs2)C1 (stereo not drawn)	1%	0%	1%	.	-8%	.	.	-8	-5%
CCC(C)NC(=O)c1ccc2c(c1)nc1n2CCCCC1 (stereo not drawn)	0%	-1%	3%	-2%[57.1 µM]	-11%	20%[57.1 µM]	14%	-5	-4%
C/C(=C\C(=O)c1ccc(F)cc1)Nc1ccc(N2CCOCC2)cc1	4%	1%	2%	6%	-18%	-7%	-40%	18	0%
CCC1(CC)Nc2ccccc2C(=O)N1c1ccc(NC(C)=O)cc1	1%	.	-1%	14%	-3%	10%	23%	-4	-3%
COc1ccc(Cl)cc1S(=O)(=O)N1CCN(CC(=O)C(C)(C)C)CC1	-4%	-2%	0%	-2%[57.1 µM]	-12%	?	-18%[11.4 µM]	-2	-9%
CCCCN(C(=O)c1ccc2c(c1)OCCO2)c1c(N)n(CC(C)C)c(=O)[nH]c1=O	4%	4%	1%	2%	-6%	15%	-18%	-4	-3%
Cc1noc(C)c1S(=O)(=O)N(CC(=O)N1CCCCCC1)c1ccc(C(C)C)cc1	-1%	2%	-2%	-1%	?	14%	4%	4	1%
Continuation.
SMILES	mIDH1 inhibitor	Vif-A3F inh	Vif-A3G inh	TrxR1 substrate	USP1 inh	TrxR1 inh	RGS4 inhibitor	LDHA block	Glioma ERSR ind
COc1ccc(N2CCN(CCNC(=O)c3c(C)cc(=O)oc3C)CC2)cc1	5%	-13%	-1%	-2%	4%	7%	-13%	3	-5%
COc1ccc(C(=O)Cc2ccccc2)cc1OC	-1%	?	0%	-5%	-2%	-13%	2%	-2	-3%
O=C(Cn1ncn2nc(-c3ccccc3)cc2c1=O)NCc1ccccn1	-15%	5%	2%	2%	-13%	19%	6%	-6	-1%
O=C(COC(=O)c1ccccc1Cl)Nc1ccc2[nH]c(=O)[nH]c2c1	2%	0%	0%	-2%[57.1 µM]	-11%	0%[57.1 µM]	16%	-3	-4%
COCC1CCN(c2nc3nonc3nc2N2CCSCC2)C1 (stereo not drawn)	2%	-4%	1%	4%[57.1 µM]	1%	12%[57.1 µM]	-2%	-3	-3%
Cc1nc(N2CCN(c3ccccn3)CC2)c2c(C)c(C(=O)Nc3ccc(F)c(Cl)c3)sc2n1	-7%	3%	1%	17%	-15%	-10%	19%	-6	-5%
COc1ccc(C#Cc2cnc(Cl)c3cncnc23)cc1OC	.	.	.	12%	.	-18%	-39%	2	.
CN(CC(=O)Nc1ccc(Cl)c(C(F)(F)F)c1)C(=O)c1cn2ccccc2n1	9%	10%	0%	4%	-18%	6%	-14%	-2	4%
N#Cc1cn(CC(=O)N2CCCc3ccccc32)c2ccccc12	7%	3%	0%	-4%	-21%	3%	-1%	-4	2%
COc1ccc(CC(NC(C)=O)C(=O)NC2CCN(S(=O)(=O)c3ccc(NC(C)=O)cc3)CC2)cc1OC (stereo not drawn)	8%	0%	-1%	13%	-20%	15%	4%	3	-3%
Cc1ccc(NCc2nnc(SCC(N)=O)n2CC2CCCO2)c(C)c1 (stereo not drawn)	-1%	.	2%	3%	-1%	16%	?	2	-4%

Entries from the list above with a halogen:
SMILES	mIDH1 inhibitor	Vif-A3F inh	Vif-A3G inh	TrxR1 substrate	USP1 inh	TrxR1 inh	RGS4 inhibitor	LDHA block	Glioma ERSR ind
CC(O)CNc1nc2ccccc2n1CC(=O)NCC(F)(F)F (stereo not drawn)	-2%	6%	0%	1%[57.1 µM]	3%	23%[57.1 µM]	8%	-7	-1%
CCCS(=O)(=O)NCCc1sc2nc(-c3ccc(Cl)cc3)nn2c1C	-8%	-7%	5%	0%[57.1 µM]	-21%	14%[57.1 µM]	25%	-17	2%
COc1ccc(NC(=O)NCC2CCN(Cc3ccccc3F)CC2)c(OC)c1	8%	1%	1%	0%	-1%	9%	6%	-2	-4%
O=C(CN(C(=O)c1csnn1)c1ccc2c(c1)OCCO2)NCc1ccc(F)cc1	-2%	6%	2%	0%	-11%	10%[57.1 µM]	-6%	-1	-5%
Cc1ccc2c(CC(=O)N(Cc3cccc(Cl)c3)C3CCS(=O)(=O)C3)coc2c1 (stereo not drawn)	-6%	4%	-8%	-2%	-14%	12%	-23%	-4	-4%
CN(C)S(=O)(=O)NCCNC(=O)c1cc(OCC(F)(F)F)ccc1OCC(F)(F)F	10%	-1%	0%	-6%[57.1 µM]	-3%	28%[57.1 µM]	-52%	-1	-2%
C/C(=C\C(=O)c1ccc(F)cc1)Nc1ccc(N2CCOCC2)cc1	4%	1%	2%	6%	-18%	-7%	-40%	18	0%
COc1ccc(Cl)cc1S(=O)(=O)N1CCN(CC(=O)C(C)(C)C)CC1	-4%	-2%	0%	-2%[57.1 µM]	-12%	?	-18%[11.4 µM]	-2	-9%
O=C(COC(=O)c1ccccc1Cl)Nc1ccc2[nH]c(=O)[nH]c2c1	2%	0%	0%	-2%[57.1 µM]	-11%	0%[57.1 µM]	16%	-3	-4%
Cc1nc(N2CCN(c3ccccn3)CC2)c2c(C)c(C(=O)Nc3ccc(F)c(Cl)c3)sc2n1	-7%	3%	1%	17%	-15%	-10%	19%	-6	-5%
COc1ccc(C#Cc2cnc(Cl)c3cncnc23)cc1OC	.	.	.	12%	.	-18%	-39%	2	.
CN(CC(=O)Nc1ccc(Cl)c(C(F)(F)F)c1)C(=O)c1cn2ccccc2n1	9%	10%	0%	4%	-18%	6%	-14%	-2	4%
